GLP1R cytotox = qHTS of GLP-1 Receptor Inverse Agonists: Cytotox Screen. HEK293 cAMP-luciferase reporter cells, luminescence, 24 h. Potency, µM (highest dose often 38.3 µM), inactives show top-dose activity change, negative = inhibition, usual class: inhibitors. hit rate 0.13% among 410,000. AID 624418, 2012;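 note: loss of luciferase light is scored as toxicity; potency is the fitted concentration of half-maximal effect; % is set by controls: 0 for no effect and ±100 for the full control effect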
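1536-well qHTS counterscreen of the MLSMR; 200 cells/uL, 12 h pre-incubation, 23 nL cpd, 24 h at 37 deg C 5% CO2, luciferase detection reagent, 12 min RT, luminescence. Inhibition = undesired.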
GLP-1R inv ag = qHTS of GLP-1 Receptor Inverse Agonists (Inhibition Mode). AID 624417, 2012. hit rate 1.6% among 410,000. HEK293 GLP-1R CRE-luciferase, luminescence, 24 h; GLP-1R form is constitutively active. Potency, µM (series often up to 38.3 µM), for inactives: top-dose activity change, negative = inhibition, most hits filed as inhibitors; note: potency is the fitted concentration of half-maximal effect; % is set by controls: 0 for no effect and ±100 for the full control effect; nearly all actives have a fitted effect of over 55% in size
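Inverse agonism was detected as reduced cAMP-driven luciferase luminescence after 24 h compound treatment. The cells were HEK293 clones expressing constitutively active human GLP-1R with the reporter. Reporter-only and GPR119 cell lines served as counterscreen controls.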
Mm-Cpn inhibitor = Inhibitors of TCP-1 ring complex (TRiC) of Methanococcus maripaludis (MmCpn): qHTS | Chaperonin Mm-Cpn (Methanococcus maripaludis) | purified Mm-Cpn ATPase, ADP Transcreener TR-FRET | Potency, µM (doses to about 76.9 µM), without a hit: at the highest dose activity, negative = inhibition, usual class: inhibitors | hit rate 0.031% among 330,000; note: potency is the fitted concentration of half-maximal effect; % is set by controls: 0 for no effect and ±100 for the full control effect; nearly all actives have a fitted effect of over 80% in size
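Purified archaeal chaperonin (25 nM final) was preincubated with compound for 10 min at 37°C, then ATP (10 uM final) was added for 30 min at 37°C in Tris pH 7.4/KCl/MgCl2/DTT buffer. ADP was quantified by HTRF Transcreener TR-FRET.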
FUS yeast rescue = qHTS for Suppressors of FUS Proteinopathy: Primary screen using FUS-linked yeast assay; S. cerevisiae FUS-expressing, growth rescue, OD600, 24 h; Potency, µM (titrated, usually from 76.6 µM), inactives show top-dose growth rescue (activation), usual class: activators; hit rate 0.24% among 390,000; AID 1347120, 2019;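 note: potency is the fitted concentration of half-maximal effect; plate controls were DMSO vehicle for no effect and reference control for full effect; nearly all actives have a fitted effect of over 55% in size; some results filed as inactive show a strong effect at the top dose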
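Read-out: OD at 600 nm after 24hr at 30C, reporting rescue of FUS-induced yeast toxicity. Cells at OD 0.005 in galactose (2%) minimal medium; compounds tested in a dilution series; CP55940 titration from 92uM final as control.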
TDP-43 yeast inh = qHTS of TDP-43 Inhibitors | TDP-43 expressing yeast growth rescue, BacTiter-Glo, 24 h | Potency, µM (titrated, usually from 46.1 µM), without a hit: at the highest dose growth rescue (activation), actives largely listed as activators | hit rate 1.8% among 410,000; note: potency is the fitted concentration of half-maximal effect; % of control where 0% means no effect; nearly all actives have a fitted effect of over 50% in size
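Readout is BacTiter-Glo luminescence of cell growth, so inhibitors register as activators. TDP-43-expressing yeast at OD600=0.02 in galactose medium, after raffinose pregrowth to mid-log, were incubated with compound for 24 hr at 30 deg C.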
Abeta yeast res = qHTS for compounds that reverse cellular toxicity of Amyloid beta (A-beta) peptide in yeast: Primary Screen | Potency, µM (titrated, usually from 46.1 µM), inactives show top-dose growth rescue, usual class: activators | yeast expressing A-beta42, growth rescue, OD600, 48 h; response scale: 0% DMSO, 100% iron-clioquinol control | hit rate 0.063% among 410,000 | AID 1347071, 2019; note: potency is the fitted concentration of half-maximal effect; nearly all actives have a fitted effect of over 55% in size
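Growth rescue measured by 600 nm absorbance after 48 h yeast culture at 30 C with compound. Values normalized between DMSO and an equimolar ferric chloride plus clioquinol control.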
pAkt inh = HTS Assay for Inhibitors of Akt Phophorylation: Primary Screen | Neuro2A IGF-stimulated pAkt S473 HTRF, 20 min; active compounds read low | activity change, % for hits at 50 µM | hit rate 0.32% among 360,000 | AID 651550, 2012; in the data active = activity change below about -80%; inconclusive = mostly about -51% to -80%; note: % is set by controls: 0 for no effect and ±100 for the full control effect
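Single-point screen (50 µM final compound) in Neuro2A cells stimulated 20 min with 6 nM IGF at 37 deg C. After lysis, Ser473-phosphorylated Akt read by HTRF (ex 330 nm, em 615/665 nm) as the 665/615 ratio.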
aSyn yeast inh = qHTS of alpha-syn Inhibitors | Yeast expressing alpha-synuclein, growth rescue, BacTiter-Glo, 24 h | Potency, µM (top dose mostly 46.1 µM), inactives show at the top dose growth rescue (activation), actives largely listed as activators | hit rate 0.14% among 370,000 | AID 652106, 2013; note: potency is the fitted concentration of half-maximal effect; % of control where 0% means no effect; nearly all actives have a fitted effect of over 65% in size
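Readout is rescue of growth in alpha-synuclein-expressing yeast, so inhibitors of toxicity appear as activators. Growth after 24 hr at 30 deg C in galactose medium is quantified by luminescence.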
PTHR1 agonist = qHTS for PTHR1 Agonists: Primary Screen; Parathyroid hormone/parathyroid hormone-related peptide receptor (Homo sapiens), Q03431; HEK293 GP2 PTHR1 cells, GloSensor cAMP luminescence, 1 h; Potency, µM (doses to about 115 µM), for inactives: at the top dose activation, hits mostly activators; hit rate 0.075% among 410,000; AID 743266, 2014; note: potency is the fitted concentration of half-maximal effect; nearly all actives have a fitted effect of over 55% in size; some results filed as inactive show a strong effect at the top dose; inactives centre near -15; many of its hits are not listed in these tables
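HEK-293-derived GP2 cells expressing PTHR1 and a GloSensor cAMP reporter, 3,000/well, plated overnight, given luciferin plus IBMX (each 0.5 mM as added) for 1 h at 37 °C, then compound for 1 h at 37 °C. Luminescence was read after 15 min at room temperature.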
Numbers without * were called inactive; i = inactive; ? = inconclusive; nt = not tested or not shown; [ ] = another dose, or the depositor's remark. Unless noted, calls come from the whole dose curve; as a rule, active = well fitted curve in the direction sought with a large enough effect; inconclusive = small, poorly fitted or top-dose-only effect, or another doubt; inactive = no such curve, though single readings can be large; an effect the other way counts as inactive or inconclusive. An excerpt; count on the stated rates, not on these rows.

SMILES	GLP1R cytotox	GLP-1R inv ag	Mm-Cpn inhibitor	FUS yeast rescue	TDP-43 yeast inh	Abeta yeast res	pAkt inh	aSyn yeast inh	PTHR1 agonist
COc1ccc(C(CNC(=O)COc2cc(C)cc(C)c2)N2CCOCC2)cc1 (stereo not drawn)	-2%	7%	nt	29%	18%	17%	nt	nt	i
O=C(N/N=C/c1cn(-c2ccccc2)nc1-c1ccc2c(c1)OCCO2)c1ccncc1	-10%	8%	-1%	26%	-20%	-4%	i	-6%	i
N#Cc1nc(/C=C/c2ccc(F)cc2)oc1NC1CCCCC1	6%	14%	nt	-22%	8%	-13%	nt	nt	i
COc1ccc(Nc2nc(N)c(C(=O)c3ccc(F)cc3)s2)cc1	13%	?	0%	-13%	?	?	i	1%	-23%
CCOc1ccc(-c2csc(-c3nc(-c4ccc(Br)s4)cs3)n2)cc1	-5%	0%	nt	-18%	20%	15%	nt	nt	-18%
O=C(c1ccco1)N(CCC(c1ccccc1)c1ccco1)Cc1ccco1 (stereo not drawn)	-8%	?	-1%	nt	19%	0%	i	4%	-13%
Cc1cc(NC(=O)COC(=O)C2CC(=O)N(c3ccc(C)c(Cl)c3)C2)no1 (stereo not drawn)	-18%	-6%	0%	12%	2%	-10%	i	-1%	i
COc1ccc(CN(CCN)C2CC(C)N(C)CC2C)cc1 (stereo not drawn)	-18%	?	-1%	14%	-23%	-15%	i	-7%	8%
CCc1ccc(Nc2nc3ccccc3nc2NS(=O)(=O)c2ccccc2)cc1	-7%	-12%	nt	-19%	10%	-11%	nt	7%	-31%[inhibitor]
COC(=O)c1c(NC(=O)COC(=O)CCNS(=O)(=O)c2ccccc2)sc(C)c1C	3%	9%	1%	32%	28%	20%	i	8%	i
CN(C)c1ccc([C@@H]2[C@@H]([N+](=O)[O-])[C@H]3C=Cc4ccccc4N3[C@H]2C(=O)c2ccc(Cl)cc2)cc1	?	-26%	-1%	?	-18%	-8%	i	20%	-20%
Cc1cc(C)n2nc(SCC(=O)N/N=C/c3cccc(Br)c3)nc2n1	-11%	0%	nt	3%	-21%	-15%	i	2%	i
COc1cccc(-c2ncc3ccccc3c2COC(=O)c2ccc(Br)cc2)c1	3%	-27%	1%	-34%	-5%	9%	i	-5%	i
CC(C)C(=O)NC(=S)Nc1ccccc1N1CCN(C(=O)c2ccc(Cl)cc2)CC1	-9%	-14%	0%	17%	-21%	1%	i	3%	-21%
CCOC(=O)Cc1c(C)nc(N)[nH]c1=O	0%[7.66 µM]	8%[7.66 µM]	-3%	9%	-5%	3%	i	-4%	4%
CCc1ccc(OCCCSc2nc(-c3ccc(C(C)(C)C)cc3)nc3cc(=O)[nH]n23)cc1	0%	7%	nt	27%	14%	2%	nt	nt	-31%[inhibitor]
COc1ccc(-n2sc3ccccc3c2=O)cc1	?	?	nt	6%	-93%[inhibitor]	-77%[inhibitor]	i	-82%[inhibitor]	-79%[inhibitor]
CCN(CC)C(=O)C1=C(C)N(CCCN2CCCC2=O)C(=O)C(CC(=O)NCCCN(C)C)C1 (stereo not drawn)	-36%	16%	nt	-26%	0%	-2%	i	-1%	-20%
CC(=O)NC12CC3CC(CC(CC(=O)O)(C3)C1)C2	5%	4%	2%	15%	-10%	-17%	i	-5%	?
COCCn1c(=S)[nH]c2sc3c(c2c1=O)CCCC3	-10%	44%[activator]	-1%	18%	?	?	i	0%	-3%
O=C(CN(C(=O)CCC(=O)Nc1ccccn1)c1ccc(F)cc1)NCc1ccco1	-20%	17%	0%	6%	-8%	2%	i	-6%	-2%
COc1ccc(C(c2sc3ncnn3c2O)N2CC(C)OC(C)C2)cc1OC (stereo not drawn)	7%	32%[activator]	-1%	-1%	23%	-3%	i	-4%	-19%
COC(=O)c1ccc(C(C(=O)NCc2ccccc2)N(Cc2cccs2)C(=O)c2cnccn2)cc1 (stereo not drawn)	-11%	-4%	0%	29%	-2%	-5%	i	-9%	?
Cc1ccc(F)c(Oc2cc(NN3CCCCC3)c([N+](=O)[O-])cc2[N+](=O)[O-])c1	20%	-1%	1%	-12%	-6%	-8%	i	7%	-57%[inhibitor]
COc1ccc(C2/C(=C(/O)c3ccc4c(c3)CC(C)O4)C(=O)C(=O)N2Cc2ccncc2)cc1 (stereo not drawn)	-3%	4%	-5%	1%	-5%	-10%	i	0%	-1%

Following part
SMILES	GLP1R cytotox	GLP-1R inv ag	Mm-Cpn inhibitor	FUS yeast rescue	TDP-43 yeast inh	Abeta yeast res	pAkt inh	aSyn yeast inh	PTHR1 agonist
C#CCOCCOCCOCCNc1nc(N2CCN(C(=O)[C@H](C)n3cc(CCC(=O)O)nn3)CC2)nc(N2CCN(C(=O)[C@H](Cc3ccc(O)cc3)n3cc(CCO)nn3)CC2)n1	5%	5%	nt	14%	13%	-12%	i	2%	i
CC1(C)CC(=O)c2c(S(C)(=O)=O)sc(Br)c2C1	14%	11%	1%	-16%	2%	0%	i	-1%	i
COC(=O)c1c(C(=O)OC)c2ccccn2c1C(=O)c1ccc([N+](=O)[O-])cc1	9%	-22%	0%	44%	?	4%	i	0%	i
CC1=CCC2C(=O)N(c3cccc(C(=O)N(C)C4CCCCC4)c3)C(=O)C2C1 (stereo not drawn)	-3%	0%	-3%	17%	22%	4%	i	3%	i
COc1cc(CN2CCNC(=O)C2CC(=O)NCCCN2CCOCC2)cc(OC)c1 (stereo not drawn)	4%	-24%	0%	6%	5%	5%	i	1%	i
CC(C)c1cc(CNC(=O)CCc2nnc(CCCc3ccccc3)o2)on1	4%	25%	-2%	5%	-7%	-18%	i	-5%	-6%
O=c1[nH]c(=S)n2c(c1-c1ccccc1)OC(CBr)C2 (stereo not drawn)	-3%	-10%	nt	0%	?	3%	i	2%	i
CC(C)(C)NC(=O)C(c1ccc(O)cc1)N(C(=O)CCC(=O)Nc1ccccn1)c1ccc(F)cc1 (stereo not drawn)	-8%	-24%	1%	-11%	-11%	-14%	i	0%	16%
Nc1c(N(Cc2ccco2)C(=O)c2cccc(Cl)c2)c(=O)[nH]c(=O)n1Cc1ccccc1	-12%	1%	-2%	-15%	5%	-9%	i	-8%	-8%
COC(=O)c1cc(OC)c(OC)cc1NC(=O)c1ccc2c(c1)CCN2S(=O)(=O)c1ccccc1	2%	2%	nt	11%	13%	0%	nt	nt	i
NC(=S)Nc1cccc2[nH]ccc12	-29%	-1%	0%	-22%	-9%	-3%	i	-1%	i
COc1cccc(N2CCN(C(=O)c3cc4c(=O)oc5ccc(C)cc5c4s3)CC2)c1	-19%	-8%	nt	-23%	11%	2%	nt	nt	i
Cc1ccc(S(=O)(=O)Cc2ccc(C(=O)N3CCC(C)CC3)cc2)cc1	-6%	?	2%	23%	16%	-1%	i	4%	-40%[inhibitor]
CCOC(=O)CSc1nc2c(cnn2-c2ccc(C)cc2)c(=O)[nH]1	12%	5%	0%	8%	18%	4%	i	4%	i
C[C@H](CO)N1C[C@H](C)[C@H](CN(C)S(C)(=O)=O)OCc2ccccc2-c2c(n(C)c3ccccc23)C1=O	-5%	-6%	nt	35%	11%	-2%	i	11%	-20%
Cc1nc(-c2ccccc2)cc(-c2ccccc2)n1	-17%	-24%	nt	-6%	29%	-26%	i	7%	-29%
CCCNC(=O)C1(C)CCN(Cc2ccc(Oc3ccccc3)cc2)C1 (stereo not drawn)	6%	?	nt	-7%	22%	-11%	i	-1%	i
COCc1cc(C)nc(SCC(=O)c2ccc(O)c(O)c2)c1C#N	-2%	0%	-7%	0%	-1%	-11%	i	1%	i
Nc1nonc1-n1nnc(C(=O)N/N=C/c2ccoc2)c1CSc1ccccc1	-1%	-7%	2%	-2%	5%	-1%	nt	4%	-45%[inhibitor]

Reprinted at random: five compounds from above
SMILES	GLP1R cytotox	GLP-1R inv ag	Mm-Cpn inhibitor	FUS yeast rescue	TDP-43 yeast inh	Abeta yeast res	pAkt inh	aSyn yeast inh	PTHR1 agonist
COc1ccc(C2/C(=C(/O)c3ccc4c(c3)CC(C)O4)C(=O)C(=O)N2Cc2ccncc2)cc1 (stereo not drawn)	-3%	4%	-5%	1%	-5%	-10%	i	0%	-1%
C[C@H](CO)N1C[C@H](C)[C@H](CN(C)S(C)(=O)=O)OCc2ccccc2-c2c(n(C)c3ccccc23)C1=O	-5%	-6%	nt	35%	11%	-2%	i	11%	-20%
COc1ccc(-n2sc3ccccc3c2=O)cc1	?	?	nt	6%	-93%[inhibitor]	-77%[inhibitor]	i	-82%[inhibitor]	-79%[inhibitor]
Nc1nonc1-n1nnc(C(=O)N/N=C/c2ccoc2)c1CSc1ccccc1	-1%	-7%	2%	-2%	5%	-1%	nt	4%	-45%[inhibitor]
CC1(C)CC(=O)c2c(S(C)(=O)=O)sc(Br)c2C1	14%	11%	1%	-16%	2%	0%	i	-1%	i

From PubChem BioAssay
